Screening results deposited in PubChem BioAssay by several laboratories.
H9c2 protect: myocardial damage modulation in H9c2 cells; H9c2 cardiomyocytes, H2O2 injury protection, ATPLite, 2 h; 0.63% of 360,000 active; protection from H2O2 cell death, % at 20 µM;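 active means compounds giving at least 50% protection of heart cells from peroxide-induced death in the single-dose screen, raw or plate-pattern-corrected value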;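 further: 0% = DMSO wells with peroxide and 100% = DMSO wells without peroxide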
Exocytosis inh: blocks lytic granule exocytosis. AID 651702. 0.66% of 360,000 active. inhibition, % at 10 µM. TALL-104 LAMP-1 surface exposure, flow cytometry; cells stimulated with thapsigargin and PMA;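 active means inhibition above about 55%, limit read from the data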
Glyco luc inh: N-linked glycosylation inhibition | D54 ERlucT glycosylation luciferase reporter, 24 h; percent of 100 nM tunicamycin response | reporter increase, % at 12.5 µM | 0.23% of 360,000 active | AID 588692;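 active means mean luciferase reporter signal, scaled so untreated is 0 and the glycosylation-blocking control 100, at or above a set limit in every replicate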;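 further: luciferase carries N-glycosylation sites so blocking glycosylation raises the light; 0% = median of neutral control wells and 100% = median of 100 nM tunicamycin wells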
aDG glyco up: alpha-DG glycosylation activation; Pro5-aDG cells, alpha-DG glycosylation AlphaScreen (IIH6); 0% Pro5, 100% B10-LARGE cell signal; activation, % at 10 µM; 0.22% of 360,000 active;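 active means activation of at least 8% versus controls, or a plate z-score of at least 8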;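 further: Pro5 are CHO cells carrying HIG-tagged alpha-DG that lacks glycosylation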
MC4R antag cAMP: antagonists of human melanocortin 4 receptor (MC4R). AID 540295. MC4R-expressing cells, MTII-stimulated cAMP, LANCE TR-FRET. 0.48% of 360,000 active. P32245. inhibition, % at 6.5 µM;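 active means inhibition above its plate's cutoff, the mean of tested wells on that plate plus 3 SD, cut at about 29% in these data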;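 further: 0% = Melanotan II alone and 100% = Melanotan II plus saturating MCL0020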
Target sequence (P32245 whole entry, looked up): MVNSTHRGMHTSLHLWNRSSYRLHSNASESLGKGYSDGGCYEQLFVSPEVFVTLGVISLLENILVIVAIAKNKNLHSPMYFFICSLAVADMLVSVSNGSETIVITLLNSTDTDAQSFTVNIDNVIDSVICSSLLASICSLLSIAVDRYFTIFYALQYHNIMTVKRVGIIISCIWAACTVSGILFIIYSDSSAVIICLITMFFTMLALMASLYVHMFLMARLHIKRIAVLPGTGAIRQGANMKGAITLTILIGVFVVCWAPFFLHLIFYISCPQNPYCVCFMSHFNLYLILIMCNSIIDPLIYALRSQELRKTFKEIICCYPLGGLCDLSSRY
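material = U2OS cells stably expressing human melanocortin 4 receptor (MC4R) | also added = Melanotan II challenge | dosing = single nominal compound dose of 6.5 µM | detection = TR-FRET with Eu-cAMP and labeled anti-cAMP, 671 nm | replication = singlicate | timing = compound 30 min, challenge 1 h, detection 1 h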
MC4R ag barr: activates human MC4R beta-arrestin recruitment | activation, % at 8.9 µM | U2OS MC4R beta-arrestin complementation, luminescence; percent of melanotan II response, DMSO zero | 0.98% of 360,000 active;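 active means activation above a per-plate cutoff, the mean activation of sample wells on that plate plus 3 SD, cut at about 8% in these data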
iPSC survival up: hiPSC single-cell survival enhancement; 0.044% of 360,000 active; survival enhancement, % at 20 µM; ATPlite luminescence; 100% = ROCK inhibitor wells, 0% = DMSO; in the data active means survival enhancement above about 18%;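 further: cells exposed to compounds for 16 hours before the ATP read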
HTR2A ag: mouse HTR2A agonism via beta-arrestin recruitment | CHO-K1 mHTR2A beta-arrestin complementation, luminescence; percent of 30 µM serotonin response | 0.66% of 360,000 active | AID 624169 | activation, % at 7.6 µM | P35363;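 active means activation above a run cutoff, the mean activation of all tested compounds plus 3 SD, cut at about 14% in these data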;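 further: 0% = plate median of compound wells and 100% = 30 µM serotonin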
Target sequence (P35363 whole entry, looked up): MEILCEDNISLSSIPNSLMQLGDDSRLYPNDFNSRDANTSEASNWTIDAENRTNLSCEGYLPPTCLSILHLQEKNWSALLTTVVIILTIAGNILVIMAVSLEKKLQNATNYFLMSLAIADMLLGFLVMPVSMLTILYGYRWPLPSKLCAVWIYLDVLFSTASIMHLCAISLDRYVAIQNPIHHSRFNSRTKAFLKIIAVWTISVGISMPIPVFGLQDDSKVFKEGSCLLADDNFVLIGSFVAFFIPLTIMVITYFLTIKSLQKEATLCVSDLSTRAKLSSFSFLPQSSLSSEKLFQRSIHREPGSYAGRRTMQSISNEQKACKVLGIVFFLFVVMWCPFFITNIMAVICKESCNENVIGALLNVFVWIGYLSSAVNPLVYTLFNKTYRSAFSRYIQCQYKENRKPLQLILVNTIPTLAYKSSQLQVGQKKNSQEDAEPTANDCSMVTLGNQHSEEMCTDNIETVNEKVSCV
ABCB6 inh MLPCN: blocks the human ABCB6 transporter | K562-ABCB6 porphyrin accumulation, flow cytometry, 1 h; hits give low values | AID 602162 | Q9NP58 | 0.19% of 360,000 active | fluorescence ratio to DMSO, % at 10 µM;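 active means fluorescence ratio to DMSO below 75%, the collection mean minus 3 SD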;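 further: signal is porphyrin accumulated inside mitochondria; 100% equals median channel fluorescence of DMSO control wells; lower ratio means ABCB6 inhibition with less porphyrin fluorescence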
ABHD5-PLIN5 inh: blocks binding of human ABHD5 to perilipin-5; Split G. princeps luciferase complementation, luminescence, 4 h; 0.78% of 360,000 active; inhibition, % at 4 µM; Q00G26+Q8WTS1;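 active means inhibition above the mean inhibition across every tested compound plus 3 SD, cut at about 22% in these data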;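 further: 0% = DMSO only wells and the 100% control is not disclosed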
Active calls of the source: *.

Results for Cc1c(C(=O)N(Cc2ccccc2Cl)C2CCS(=O)(=O)C2)oc2ccccc12 (stereo not drawn) ?
H9c2 protect: -6; Exocytosis inh: 0; Glyco luc inh: 0; aDG glyco up: 0.2; MC4R antag cAMP: 15; MC4R ag barr: -0.7; iPSC survival up: 1.5; HTR2A ag: -4; ABCB6 inh MLPCN: 96; ABHD5-PLIN5 inh: 7

How did O=c1[nH]c2cccnc2n(CCNc2ncc(C(F)(F)F)cc2Cl)c1=O do in these assays?
H9c2 protect: -6; Exocytosis inh: -3; Glyco luc inh: 3; aDG glyco up: -0.4; MC4R antag cAMP: -6; MC4R ag barr: -0.7; iPSC survival up: 1.2; HTR2A ag: -4; ABCB6 inh MLPCN: 101; ABHD5-PLIN5 inh: 1

Results for Cc1cccc(N2CCN(Cc3nc(-c4cccc(Cl)c4)oc3C)CC2)n1 ?
H9c2 protect: -1; Exocytosis inh: 8; Glyco luc inh: 0; aDG glyco up: -0.3; MC4R antag cAMP: 10; MC4R ag barr: 1.6; iPSC survival up: -1.2; HTR2A ag: -5; ABCB6 inh MLPCN: 115; ABHD5-PLIN5 inh: 5

How did O=C(Nc1ccc2c(c1)OCO2)c1cnc(Cl)c(Cl)c1 do in these assays?
H9c2 protect: -2; Exocytosis inh: -3; Glyco luc inh: -2; aDG glyco up: -0.2; MC4R antag cAMP: 12; MC4R ag barr: 0.4; iPSC survival up: -0.3; HTR2A ag: 3; ABCB6 inh MLPCN: 99; ABHD5-PLIN5 inh: 0

Results for COc1ccc(-c2ccc(C(=O)N3CCOCC3)c3occc23)c(C)c1 ?
H9c2 protect: -4; Exocytosis inh: 1; Glyco luc inh: -1; aDG glyco up: 0.3; MC4R antag cAMP: 3; MC4R ag barr: -0.5; iPSC survival up: -0.5; HTR2A ag: -2; ABCB6 inh MLPCN: 91; ABHD5-PLIN5 inh: -4

What do the screens show for `COc1ccc(CC(=O)O/N=C(\N)c2ccc(OC)cc2)cc1`?
H9c2 protect: -4; Exocytosis inh: -6; Glyco luc inh: 0; aDG glyco up: 0.0; MC4R antag cAMP: -1; MC4R ag barr: -1.8; iPSC survival up: -0.7; HTR2A ag: 0; ABCB6 inh MLPCN: 103; ABHD5-PLIN5 inh: -3

What do the screens show for `CCOc1ccc(CCNC(=O)COC(=O)COc2ccccc2C)cc1OCC`?
H9c2 protect: 1; Exocytosis inh: 18; Glyco luc inh: -1; aDG glyco up: -0.1; MC4R antag cAMP: 1; MC4R ag barr: -2.4; iPSC survival up: 0.5; HTR2A ag: -3; ABCB6 inh MLPCN: 103; ABHD5-PLIN5 inh: -1

How did COc1ccc(CCNC(=O)C2CCN(C(=O)c3ccc(Br)cc3)CC2)cc1OC do in these assays?
H9c2 protect: 4; Exocytosis inh: 3; Glyco luc inh: 1; aDG glyco up: 0.0; MC4R antag cAMP: 4; MC4R ag barr: -2.5; iPSC survival up: 0.1; HTR2A ag: 5; ABCB6 inh MLPCN: 103; ABHD5-PLIN5 inh: 7

How did CCOC(=O)c1c(-c2ccc(C)cc2)csc1NC(=O)/C(C#N)=C/c1ccc(O)c(OC)c1 do in these assays?
H9c2 protect: 29; Exocytosis inh: -1; Glyco luc inh: 7; aDG glyco up: -0.2; MC4R antag cAMP: 3; MC4R ag barr: -2.0; iPSC survival up: 1.4; HTR2A ag: 0; ABCB6 inh MLPCN: 480; ABHD5-PLIN5 inh: 1

How did O=C(Nc1ccccc1Cl)c1cc(C2CCCCN2C(=O)CCc2ccccc2)on1 (stereo not drawn) do in these assays?
H9c2 protect: -6; Exocytosis inh: 1; Glyco luc inh: -5; aDG glyco up: 0.6; MC4R antag cAMP: 3; MC4R ag barr: -0.1; iPSC survival up: 3.1; HTR2A ag: -7; ABCB6 inh MLPCN: 96; ABHD5-PLIN5 inh: 1

What do the screens show for `Cc1ccc(CC2SC(N)=NC2=O)cc1` (stereo not drawn)?
H9c2 protect: 4; Exocytosis inh: 2; Glyco luc inh: 1; aDG glyco up: 0.2; MC4R antag cAMP: -11; MC4R ag barr: -0.3; iPSC survival up: 3.7; HTR2A ag: -4; ABCB6 inh MLPCN: 99; ABHD5-PLIN5 inh: 1

How did CCOC(=O)c1cc2occc2n1CC(=O)N1CCOCC1 do in these assays?
H9c2 protect: -8; Exocytosis inh: -1; Glyco luc inh: -1; aDG glyco up: 0.0; MC4R antag cAMP: 4; MC4R ag barr: -2.0; iPSC survival up: -0.3; HTR2A ag: 4; ABCB6 inh MLPCN: 102; ABHD5-PLIN5 inh: -2

How did CCCn1nnnc1NCc1ccc(N(C)C)cc1 do in these assays?
H9c2 protect: 0; Exocytosis inh: 0; Glyco luc inh: -1; aDG glyco up: -0.2; MC4R antag cAMP: 10; MC4R ag barr: -1.7; iPSC survival up: 0.7; HTR2A ag: 0; ABCB6 inh MLPCN: 98; ABHD5-PLIN5 inh: -1

Results for Cc1cc(OCc2nc3ccccc3s2)ccc1N ?
H9c2 protect: -2; Exocytosis inh: -8; Glyco luc inh: -9; aDG glyco up: -0.2; MC4R antag cAMP: -1; MC4R ag barr: -0.3; iPSC survival up: -0.7; HTR2A ag: 8; ABCB6 inh MLPCN: 103; ABHD5-PLIN5 inh: 2

How did Clc1ccc(CSc2cc3c(nn2)-c2ccccc2CC3)cc1Cl do in these assays?
H9c2 protect: -13; Exocytosis inh: 3; Glyco luc inh: -1; aDG glyco up: 0.5; MC4R antag cAMP: 14; MC4R ag barr: -2.4; iPSC survival up: -1.2; HTR2A ag: -2; ABCB6 inh MLPCN: 95; ABHD5-PLIN5 inh: -2

What do the screens show for `CCC(c1nnnn1C1CCCC1)N(Cc1cccs1)Cc1cc2cccc(C)c2[nH]c1=O` (stereo not drawn)?
H9c2 protect: 0; Exocytosis inh: 1; Glyco luc inh: -1; aDG glyco up: 0.2; MC4R antag cAMP: 14; MC4R ag barr: -1.1; iPSC survival up: 3.2; HTR2A ag: 4; ABCB6 inh MLPCN: 107; ABHD5-PLIN5 inh: 2

What do the screens show for `CCCCOC(=O)c1ccc(NC(=O)CSC2=Nc3ccccc3C3CC=NN23)cc1` (stereo not drawn)?
H9c2 protect: -5; Exocytosis inh: 4; Glyco luc inh: -3; aDG glyco up: 0.1; MC4R antag cAMP: 10; MC4R ag barr: 0.9; iPSC survival up: 4.8; HTR2A ag: 12; ABCB6 inh MLPCN: 98; ABHD5-PLIN5 inh: 1

Results for COc1ccccc1CNC(=O)[C@@H](NC(=O)C1CCN(C(=O)[C@@H]2CCCN2)CC1)C(C)C ?
H9c2 protect: 4; Exocytosis inh: 2; Glyco luc inh: 1; aDG glyco up: -0.4; MC4R antag cAMP: 2; MC4R ag barr: 0.6; iPSC survival up: -1.1; HTR2A ag: 1; ABCB6 inh MLPCN: 96; ABHD5-PLIN5 inh: 1

What do the screens show for `O=C(/C=C/Nc1ccccc1C(F)(F)F)c1ccco1`?
H9c2 protect: -22; Exocytosis inh: 4; Glyco luc inh: -9; aDG glyco up: 0.1; MC4R antag cAMP: 3; MC4R ag barr: -1.2; iPSC survival up: -1.7; HTR2A ag: -3; ABCB6 inh MLPCN: 93; ABHD5-PLIN5 inh: -4

Results for O=c1c2cc(NC(=S)NCc3cccnc3)ccc2nc2n1CCCCC2 ?
H9c2 protect: 4; Exocytosis inh: -1; Glyco luc inh: 1; aDG glyco up: 0.4; MC4R antag cAMP: 19; MC4R ag barr: 0.9; iPSC survival up: 2.8; HTR2A ag: 2; ABCB6 inh MLPCN: 101; ABHD5-PLIN5 inh: 0

How did CC(C)n1c(SCc2ccccc2F)nc2c1c(=O)n(C)c(=O)n2C do in these assays?
H9c2 protect: -20; Exocytosis inh: 1; Glyco luc inh: -7; aDG glyco up: 0.2; MC4R antag cAMP: -6; MC4R ag barr: 5.2; iPSC survival up: -2.6; HTR2A ag: 2; ABCB6 inh MLPCN: 97; ABHD5-PLIN5 inh: -5

Results for Cc1ccnn1CC(=O)N/N=C/c1ccco1 ?
H9c2 protect: 4; Exocytosis inh: -2; Glyco luc inh: 1; aDG glyco up: -0.1; MC4R antag cAMP: 2; MC4R ag barr: -2.0; iPSC survival up: 0.9; HTR2A ag: -2; ABCB6 inh MLPCN: 87; ABHD5-PLIN5 inh: 3

What do the screens show for `Cc1c(C(=O)NC(=S)Nc2ccc3c4c(cccc24)CC3)cccc1[N+](=O)[O-]`?
H9c2 protect: 3; Exocytosis inh: 12; Glyco luc inh: 0; aDG glyco up: -0.2; MC4R antag cAMP: 4; MC4R ag barr: -0.1; iPSC survival up: 4.0; HTR2A ag: 2; ABCB6 inh MLPCN: 155; ABHD5-PLIN5 inh: -3

What do the screens show for `N#CC1=C(N)OC2=C(C(=O)CCC2)C1c1ccoc1` (stereo not drawn)?
H9c2 protect: 5; Exocytosis inh: 1; Glyco luc inh: 1; aDG glyco up: -0.1; MC4R antag cAMP: -6; MC4R ag barr: -1.2; iPSC survival up: 1.2; HTR2A ag: 4; ABCB6 inh MLPCN: 96; ABHD5-PLIN5 inh: 10

How did CN1CCN(C(=O)c2ccccc2-c2ccccc2C(=O)O)CC1 do in these assays?
H9c2 protect: 2; Exocytosis inh: 3; Glyco luc inh: 0; aDG glyco up: -0.1; MC4R antag cAMP: 3; MC4R ag barr: -1.1; iPSC survival up: 8.9; HTR2A ag: -1; ABCB6 inh MLPCN: 104; ABHD5-PLIN5 inh: 5

How did CCOC(=O)C1=C(C(=O)OCC)N(CC2CCCCC2)CCC1=O do in these assays?
H9c2 protect: 2; Exocytosis inh: -2; Glyco luc inh: 1; aDG glyco up: 0.0; MC4R antag cAMP: 3; MC4R ag barr: -1.7; iPSC survival up: -1.5; HTR2A ag: -7; ABCB6 inh MLPCN: 98; ABHD5-PLIN5 inh: -9

Results for Cc1ccc(C(=O)Nc2ccc3c(c2)OCO3)cc1Cl ?
H9c2 protect: -4; Exocytosis inh: -3; Glyco luc inh: -9; aDG glyco up: 0.2; MC4R antag cAMP: 2; MC4R ag barr: 0.4; iPSC survival up: 0.0; HTR2A ag: -3; ABCB6 inh MLPCN: 96; ABHD5-PLIN5 inh: -9

Results for COC(/C=C/Nc1ccc(Cl)cc1)=C(C#N)C#N ?
H9c2 protect: 2; Exocytosis inh: -2; Glyco luc inh: 2; aDG glyco up: -0.2; MC4R antag cAMP: -3; MC4R ag barr: -2.6; iPSC survival up: -0.1; HTR2A ag: -3; ABCB6 inh MLPCN: 96; ABHD5-PLIN5 inh: -2

Results for O=C(CC1SC(=Nc2ccc(OC(F)F)cc2)N(CCC2=CCCCC2)C1=O)Nc1ccccc1F (stereo not drawn) ?
H9c2 protect: -16; Exocytosis inh: 3; Glyco luc inh: -6; aDG glyco up: 2.3; MC4R antag cAMP: 8; MC4R ag barr: -0.2; iPSC survival up: -1.2; HTR2A ag: -1; ABCB6 inh MLPCN: 95; ABHD5-PLIN5 inh: -11

How did O=C(Nc1cccc(F)c1)c1ccc(-c2cccnc2)c2ccoc12 do in these assays?
H9c2 protect: -6; Exocytosis inh: -6; Glyco luc inh: -16; aDG glyco up: 0.5; MC4R antag cAMP: 3; MC4R ag barr: 2.0; iPSC survival up: -1.0; HTR2A ag: -2; ABCB6 inh MLPCN: 96; ABHD5-PLIN5 inh: 9
